Assay outcomes as filed in PubChem.
Runt-SMMHC FRET: inhibitors of RUNX1 Runt–CBFb-SMMHC binding, primary screen, biochemical, FRET, Cerulean-Runt, Venus-CBFb-SMMHC, uHTS; Cerulean-Runt/Venus-CBFb-SMMHC FRET ratio 530/480, 1 h; inhibition, % at 20 µM; 0.74% of 220,000 active;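 active = mean inhibition across duplicate retests at 20 µM reaching about 50%, limit read from the data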;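 note: 0% = DMSO wells and 100% = wells with excess untagged CBFb-SMMHC; inhibitors lower the FRET ratio by blocking Runt binding to CBFb-SMMHC; some results filed as inactive read as strong as hits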
NPY1 pot ag: NPY-Y1 receptor potentiators or agonists, primary screen, cell-based; NPY-Y1 expressing cells, potentiator/agonist activation; 0.37% of 220,000 active; Neuropeptide Y receptor type 1 (Homo sapiens), P25929; activation, % at 3.6 µM; AID 1304, 2008; in the data active = activation above about 33%, passing the limit was not always enough;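 note: cells stimulated with NPY at EC10 then isoproterenol at EC100; 0% = low agonist plus stimulus and 100% = saturating agonist plus stimulus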
Runt-CBFb FRET: inhibitors of RUNX1 Runt–CBFb binding, primary screen, biochemical, FRET, Cerulean-Runt, Venus-CBFb, uHTS; AID 1496, 2009; 0.46% of 220,000 active; Runt-related transcription factor 1 (Homo sapiens) + Core-binding factor subunit beta …; Cerulean-Runt/Venus-CBFb FRET ratio 530/480, 1 h; inhibition, % at 20 µM;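 active = inhibition over about 50% at 20 µM in the single-dose screen, limit read from the data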;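 note: 0% = DMSO wells and 100% = excess unlabeled CBFb competitor control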
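System: Cerulean-labeled Runt domain protein | Quantity: 100 nM of each labeled protein | Schedule: 1 h compound exposure, room temperature | Detection: Fluorescence energy transfer, 422 nm excitation, 530/480 nm emission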
Mdm2 ligase inh: MDM2-luciferase reporter signal enhancers, primary screen, MDM2 E3 ligase inhibitor project, cell-based, luminescence, 1536-well | signal enhancement, % at 5 µM | AID 1230, 2008 | cell-based MDM2 ubiquitination luciferase reporter, 2 h; 0 = plate control, 100 = twice control, blank-subtracted | E3 ubiquitin-protein ligase Mdm2 (Homo sapiens), Q00987 | 0.11% of 210,000 active;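 active = signal enhancement of 30% or more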;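 note: luminescence tracks abundance of the self-degrading MDM2-luciferase fusion protein; higher signal means inhibition of MDM2 E3 ligase activity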
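Material: stable MDM2–luciferase fusion reporter cells / Quantity: 2000 cells/well / Dosing: single 5 µM compound dose, 0.2% final DMSO / Buffer or medium: DMEM / Schedule: 4 h cell settling then 2 h compound exposure, 37 °C / Detection: luminescence with SteadyLite reagent, 15 min at room temperature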
p97 inhibitor: inhibitors of human p97 ATPase, primary screen, biochemical; Transitional endoplasmic reticulum ATPase (Homo sapiens), P55072; recombinant p97 ATPase, Kinase-Glo ATP luminescence, 3 h; inhibition, % at 8 µM; 0.42% of 220,000 active; AID 1481, 2009; in the data active = inhibition above about 15%;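 note: 0% = DMSO vehicle and 100% = wells lacking enzyme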
Target sequence (P55072 whole entry, looked up): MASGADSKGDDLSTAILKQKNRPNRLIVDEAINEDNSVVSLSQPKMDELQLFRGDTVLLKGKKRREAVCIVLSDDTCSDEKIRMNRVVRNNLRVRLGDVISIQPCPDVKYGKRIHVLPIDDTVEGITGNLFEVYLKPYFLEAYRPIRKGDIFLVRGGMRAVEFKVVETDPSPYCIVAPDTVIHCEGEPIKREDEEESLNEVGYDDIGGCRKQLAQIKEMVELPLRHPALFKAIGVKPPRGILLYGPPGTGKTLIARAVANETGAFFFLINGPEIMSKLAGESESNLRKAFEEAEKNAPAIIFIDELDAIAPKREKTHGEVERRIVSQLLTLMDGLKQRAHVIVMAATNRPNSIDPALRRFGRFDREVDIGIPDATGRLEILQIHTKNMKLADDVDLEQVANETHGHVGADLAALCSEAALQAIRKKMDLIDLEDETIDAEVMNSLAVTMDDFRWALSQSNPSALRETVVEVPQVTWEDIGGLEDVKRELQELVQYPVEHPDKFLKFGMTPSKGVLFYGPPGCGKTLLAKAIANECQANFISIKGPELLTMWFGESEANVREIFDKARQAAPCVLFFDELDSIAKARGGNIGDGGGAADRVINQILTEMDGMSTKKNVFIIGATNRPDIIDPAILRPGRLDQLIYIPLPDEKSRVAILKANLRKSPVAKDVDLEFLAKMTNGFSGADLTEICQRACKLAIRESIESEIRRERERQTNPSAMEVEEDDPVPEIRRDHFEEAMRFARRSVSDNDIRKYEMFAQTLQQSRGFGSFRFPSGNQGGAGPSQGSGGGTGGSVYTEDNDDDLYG
RBBP9 inh: human RBBP9 inhibitors, primary screen, biochemical, fluorescence polarization, FP-Rh probe, HTS | Serine hydrolase RBBP9 (Homo sapiens), O75884 | recombinant RBBP9 | inhibition, % at 7.94 µM | 0.2% of 220,000 active;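 active = inhibition above the campaign mean of all tested compounds plus 3 SD, cut at about 14% in these data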;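 note: plate controls were DMSO wells with RBBP9 for no effect and wells lacking RBBP9 protein for full effect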
Target sequence (O75884 whole entry, looked up): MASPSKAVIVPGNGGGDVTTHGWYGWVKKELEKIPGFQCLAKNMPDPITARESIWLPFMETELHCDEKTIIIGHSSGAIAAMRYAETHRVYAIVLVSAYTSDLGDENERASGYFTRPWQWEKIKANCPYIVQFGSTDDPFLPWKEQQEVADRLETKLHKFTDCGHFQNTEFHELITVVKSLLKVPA
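Test system: recombinant human RBBP9; Timing: 30 min then 45 min, 25 °C; Detection: fluorescence polarization; Control set: RBBP9 with DMSO as uninhibited control, no-protein wells as full inhibition; Compound dosing: one concentration, 7.94 µM nominal, 0.794% DMSO; Probe or stimulus: FP-Rh activity-based probe, 375 nM before mixing.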
Hck-Nef inh: inhibitors of Nef-activated human Hck kinase, primary screen, biochemical, Z-Lyte FRET, 384-well, Hck-YEEI. Tyrosine-protein kinase HCK (Homo sapiens), P08631. Recombinant Hck-YEEI plus Nef, Z-Lyte FRET kinase assay. inhibition, % at 20 µM. 0.68% of 220,000 active. AID 463187, 2010;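 active = Hck-Nef kinase inhibition above about 50%, limit read from the data; inactive = inhibition below that limit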;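 note: 0% = DMSO with Hck plus Nef and 100% = Hck alone without Nef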
NPY-Y1 antag: NPY-Y1 receptor antagonists, primary screen, cell-based; Neuropeptide Y receptor type 1 (Homo sapiens), P25929; AID 1040, 2008; HEK293-CNG Y1 cells, membrane potential fluorescence; NPY at EC95, then isoproterenol; inhibition, % at 3.6 µM; 1% of 200,000 active;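 active = inhibition above the campaign mean inhibition of all tested compounds plus 3 SD, cut at about 20% in these data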;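 note: 0% = DMSO wells given NPY plus isoproterenol and 100% = isoproterenol alone without NPY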
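material = HEK293 cells with Y1 receptor plus CNG channel | also added = NPY 25 nM then isoproterenol 1 µM plus Ro 20-1724 25 µM | schedule = dye 3 h, compound 60 min room temperature, stimulation 45 min | measured by = membrane potential fluorescence | benchmarks = high control isoproterenol alone, low control NPY with isoproterenol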
NPY-Y2 PAM-ag: NPY-Y2 potentiators or agonists, primary screen, cell-based; Neuropeptide Y receptor type 2 (Homo sapiens), P49146; cells expressing NPY-Y2, potentiator/agonist read-out; activation, % at 3.6 µM; 0.45% of 220,000 active; in the data active = activation above about 27%;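 note: cells stimulated with NPY near EC25 plus isoproterenol at EC100; 0% = vehicle plus submaximal agonist and 100% = vehicle plus saturating agonist; some results beyond the cut were filed as inactive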
* = called active by the depositor; . = no result given.

no.	SMILES	NPY-Y2 PAM-ag	Hck-Nef inh	Mdm2 ligase inh	Runt-CBFb FRET	NPY1 pot ag	RBBP9 inh	NPY-Y1 antag	p97 inhibitor	Runt-SMMHC FRET
1	CN1C[C@@H]2C(c3ccccc3)C3(c4ccc(C#N)cc4)CC2(C3)[C@H]1c1ccccc1 (some centres not stated)	.	26	3	2	.	.	.	.	0
2	COc1ccc(Cl)cc1NC(=O)C(=O)NCc1ccncc1	5	18	-5	-3	3	-10	-4	2	0
3	CCCCNc1c(N)n(CCC)c(=O)[nH]c1=O	0	4	-5	8	6	-2	-1	-1	20
4	COc1cccc(C2=NOC(C(=O)NCc3cccs3)C2)c1 (configuration not stated)	-48	0	-5	-2	-13	-2	30*	4	2
5	CCOc1ccccc1C(=O)NC(C(=O)Nc1cccc(S(N)(=O)=O)c1)C(C)C (configuration not stated)	-15	-16	-15	-1	-16	-2	-3	1	2
6	CCCNC(=O)COc1ncnc2sccc12	-5	12	-16	0	-13	-4	-4	-6	1
7	CCc1ccc2oc(=O)cc(CN3CCCCC3C)c2c1 (configuration not stated)	-7	1	-11	-1	-50	1	12	-4	0
8	O=C(O)CCN1CCc2ccccc21	-6	2	-8	2	-16	-8	15	-1	5
9	COc1cc(-c2cc(N)n(S(=O)(=O)c3ccccc3)n2)cc(OC)c1OC	-17	2	-10	2	12	-8	3	1	2
10	O=C(O)CCCNC(=O)CCn1nnc2ccccc2c1=O	-8	25	-15	0	0	-5	.	4	1
11	CCC(C(=O)NCCC1=CCCCC1)c1ccccc1 (configuration not stated)	0	0	2	-5	31	-1	4	-2	-4
12	O=C(Cn1nnc(-c2ccccc2)n1)N/N=C/c1ccc(-c2ccc(Cl)cc2)o1	-1	6	-3	1	-25	3	1	8	-19
13	CCCCc1ccc(NC(=S)NCC2CCCO2)cc1 (configuration not stated)	28	-2	-29	0	14	-5	-2	5	0
14	COc1ccc(Cn2c(CCC(=O)Nc3ccc(C)cc3)nc3cccnc32)cc1	13	2	1	-2	-14	-2	0	1	0
15	O=C(CCCSc1nnc(SCCCC(=O)c2ccc(F)cc2)s1)c1ccc(F)cc1	-16	0	-15	1	-17	-3	-2	-12	-5
16	COc1cccc(NC(=O)CN2C(=O)COc3ccc(Cl)cc32)c1	23	-2	-4	1	6	-9	0	-3	0
17	Cn1c(=O)n(Cc2ccccc2F)c(=O)c2c1nc1n2CCN1Cc1ccco1	4	4	-5	0	3	-2	-5	2	0
18	CCNC(=S)N/N=C(\C)c1ccc2c(c1)OCCO2	3	5	10	0	12	-4	1	2	-1
19	CC(C)c1ccc(-c2nnn(CCC(=O)O)n2)cc1	-19	0	-36	0	-12	-2	5	-1	2
20	Cc1nc(NCCO)c2nnn(Cc3ccccc3F)c2n1	-1	-1	-5	2	-3	-7	-4	1	1
21	Cc1ccc(C(=O)N/C(=C\c2ccco2)C(=O)NCCc2c[nH]c3ccccc23)cc1	1	-1	-6	-1	-26	-10	11	-3	3
22	O=C(Cc1c(C(=O)O)[nH]c2ccccc12)NCCN1CCN(c2cccc(Cl)c2)CC1	-8	-10	-8	-2	-22	-10	7	-6	-7
23	CN(C)CCCNC1CS(=O)(=O)CC1O (configuration not stated)	-1	-18	-16	1	6	-9	-5	-4	-6
24	CN(c1ccc(OCC(=O)OCC(=O)Nc2ccc(Br)cc2)cc1)S(=O)(=O)c1cccs1	0	5	-32	1	16	-8	1	8	-2
25	CC(C)c1ccc(S(=O)(=O)N2CCN(C(C)C(=O)Nc3ccccc3-c3ccccc3)CC2)cc1 (configuration not stated)	-3	2	-3	-1	-1	-5	-2	-4	4
26	Cc1cc(-c2nn(-c3ccccc3F)cc2CN2CCC(O)CC2)c(C)s1	-9	7	-6	0	-7	-7	4	0	2
27	Cc1ccc(NCC(=O)N/N=C\c2ccc([N+](=O)[O-])o2)cc1	-19	1	-13	1	3	-8	-3	5	4
28	CC(=O)c1cccc(NC(=O)CN(C)S(=O)(=O)c2ccccc2)c1	-21	5	-13	1	-9	0	0	1	4
29	O=C(NN1C(=O)C2C3C=CC(C4CC34)C2C1=O)c1ccc(Br)cc1 (configuration not stated)	5	18	-8	0	-5	-6	-1	0	-3
30	CC(C)(C)NC(=O)c1cccc(NC(=O)c2cccc(O)c2)c1	0	-1	-2	.	7	-11	-2	6	1

Some of these compounds in order of heavy-atom count, rising.
no.	SMILES	NPY-Y2 PAM-ag	Hck-Nef inh	Mdm2 ligase inh	Runt-CBFb FRET	NPY1 pot ag	RBBP9 inh	NPY-Y1 antag	p97 inhibitor	Runt-SMMHC FRET
8	O=C(O)CCN1CCc2ccccc21	-6	2	-8	2	-16	-8	15	-1	5
11	CCC(C(=O)NCCC1=CCCCC1)c1ccccc1 (configuration not stated)	0	0	2	-5	31	-1	4	-2	-4
10	O=C(O)CCCNC(=O)CCn1nnc2ccccc2c1=O	-8	25	-15	0	0	-5	.	4	1

Going on with the list:
no.	SMILES	NPY-Y2 PAM-ag	Hck-Nef inh	Mdm2 ligase inh	Runt-CBFb FRET	NPY1 pot ag	RBBP9 inh	NPY-Y1 antag	p97 inhibitor	Runt-SMMHC FRET
31	O=C(Cn1c(=O)n(CC2CCCO2)c(=O)c2ccccc21)N1CCN(c2ccccc2)CC1 (configuration not stated)	-7	5	-12	2	6	2	3	5	4
32	Cc1nc2ccccn2c1C(=O)N=Nc1c(O)n(CCC(C)C)c2ccccc12	1	1	-13	-6	7	-6	4	-1	-6
33	O=C(OCc1nc2ccc(Cl)cc2n1CCO)c1ccc2c(c1)OCO2	-6	0	-18	-3	-40	-14	4	-5	-11
34	COc1ccc2c(c1)N(C)C(=O)CC(c1ccccc1)=N2	10	1	-57	2	10	-11	-1	2	-2
35	Cc1nn(Cc2ccc(F)cc2Cl)c(C)c1[N+](=O)[O-]	-6	-15	-10	0	-16	-3	6	1	2
36	c1ccc2nc(N3CCCC3)c(N3CCCC3)nc2c1	5	6	-18	-1	15	-8	-1	2	1
37	CCN1C(=O)/C(=c2\s/c(=C3\Sc4ccccc4N3C)c(=O)n2C)N(C)C1=S	8	30	-10	.	26	-9	6	2	.
38	Cc1nnnn1/C(=C\c1ccccc1)C(=O)OCC(=O)N1CC2(C)CC1CC(C)(C)C2 (configuration not stated)	24	3	-7	-21	3	-7	-1	4	-5
39	O=C(NCc1ccco1)c1cc2nc(-c3cccs3)cc(C(F)(F)F)n2n1	-8	1	-10	24	-21	-6	5	0	39
40	CC(C)Sc1n[nH]c2nc3c(c(=O)n12)C1(CCCC1)Cc1ccccc1-3	10	13	-20	20	-8	4	-4	2	48
41	CCCC1C(c2ccccc2)C(C#N)(C#N)C2(C#N)CC1(N)NC2=O (configuration not stated)	1	0	-10	-2	4	-6	2	1	2
42	C=CCSc1nnc(NC(=O)CSc2nnc(C)s2)s1	-17	-1	-15	1	13	0	0	2	2
43	Cc1cccc2nc(-c3ccco3)c(Nc3ccccc3)n12	34*	20	-15	7	47*	-2	-7	6	-27
44	O=C(OC(C(=O)NCc1ccc2c(c1)OCO2)c1ccncc1)c1ccc(Cl)nc1 (configuration not stated)	-18	-15	-11	-1	-9	-3	-2	-3	-1
45	Cc1ccccc1C(=O)N1CCc2cc(-c3nc(NC(=O)Cc4ccc5c(c4)OCO5)sc3C)ccc21	5	3	-16	8	-3	-16	-5	1	2
46	Nc1nonc1-c1noc(N2CCOCC2)n1	-9	0	-24	2	-14	-3	7	-1	4
47	COc1ccc(OC)c(NC(=O)CC2SC(=NCc3ccccc3)NC2=O)c1 (configuration not stated)	-2	22	-8	0	12	-1	6	5	1
48	O=C1CC(SCc2nc3ccccc3[nH]2)C(=O)N1c1ccc(F)cc1 (configuration not stated)	-8	4	-16	4	-29	0	-4	-4	1
49	O=C(CNC(=O)c1ccc(Cl)cc1Cl)NCCCn1ccnc1	0	0	-14	1	-13	3	4	3	-3
50	Cc1nnc(SCC(=O)NCc2ccc3c(c2)OCO3)n1C	-11	-28	-16	1	-1	-6	1	-1	-3
51	Cc1c(C(=O)c2ccc(Br)cc2)c(=O)n(C)c(=O)n1C	3	17	-16	-2	19	-2	3	3	1
52	O=C(N/N=C/c1ccccn1)c1ccccc1	-16	3	-34	2	-3	-8	4	0	0
53	C=CCn1c(SCC(N)=O)nnc1-c1ccccc1O	2	9	2	2	4	2	-2	1	8
54	CCOC(=O)CCc1c(C)nc(SCC(=O)O)c(C#N)c1C	13	1	0	-1	12	-10	2	7	-3
55	C=C(C)Cn1c(SCC(=O)N/N=C/c2c(O)ccc3ccccc23)nc2ccccc2c1=O	-2	4	6	-4	22	-5	-5	4	-15

Rows were taken by chance. About 3.5% of those tested had a hit in this group.
